Screening results from PubChem BioAssay.
DENV2 CPE rescue: inhibitors of DENV2 cytopathic effect; DENV2-infected cells, cytopathic effect rescue, plate reader; AID 651640; 350,000 compounds, 1.7% hits; CPE inhibition, % at 9.99 µM; in the data active = CPE inhibition above about 20%, passing the limit was not always enough; inconclusive = no clear call, values can overlap the other calls; tested in BHK-21 cells;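 also: 0% = median of neutral control wells and 100% = median of positive control wells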
FN deposition inh: fibronectin deposition inhibition. AH1F fibroblasts, Alexa488-fibronectin deposition fluorescence, overnight. inhibition, % at 12.6 µM. 350,000 compounds, 0.086% hits;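 active = mean inhibition across replicates of 30% or more, regardless of how many single replicates reach that level; inconclusive = mean under 30% yet at least half of replicates reach 30%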;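 also: positive control wells lacked labelled fibronectin entirely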
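Material: AH1F fibroblast monolayer depositing Alexa488-labelled fibronectin into matrix | Input: 10000 AH1F cells/well | Medium: DMEM plus 2% serum, read in PBS | Reagent: Alexa488-fibronectin, 24 nM final in well | Compound dosing: One dose per compound, pinned | Schedule: 1 h adhesion, overnight exposure | Measured by: Fluorescence at 485 nm excitation, 525 nm emission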
CFTR F508del cor: CFTR F508del correction in bronchial cells. AID 720511. 350,000 compounds, 0.36% hits. activity (quench increase), % at 7.58 µM. CFBE cells, YFP halide quenching; stimulated with forskolin plus potentiator P3; % fluorescence drop versus neutral controls;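 active = mean added fluorescence quench of at least 8% versus neutral control, with both replicates also reaching 8%; inconclusive = only one of the mean or replicate conditions met; inactive = mean below 8% and not both replicates reaching 8%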;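 also: cells transiently co-express mutant CFTR-F508del with the halide-sensitive YFP; corrector assay measuring rescue of mutant channel to the surface after 24 h compound exposure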
EWS-Fli block: inhibitors of EWS/Fli oncoprotein transcriptional activity; A673 NR0B1-luciferase reporter, viability-normalised; inhibition, % at 12.6 µM; 350,000 compounds, 0.67% hits; AID 651661;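 active = mean inhibition of at least 50% after viability correction, with every replicate also passing that limit; inconclusive = mean reaches 50% but only one of two replicates passes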;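 also: firefly luciferase signal divided by Alamar Blue viability fluorescence both relative to DMSO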
INS-1E GSIS act: GLuc luminescence reporter in INS-1E cells, primary screen for activators of glucose-dependent secretion of insulin. activation, % at 16.6 µM. 370,000 compounds, 0.61% hits. INS-1E GLuc reporter insulin secretion, 2-3 h;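 active = lowest replicate activation of at least 40%, so every replicate reaches that level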;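 also: 0% = median of neutral control wells and 100% = median of IBMX positive control wells; some compounds called inactive have numbers as strong as hits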
PAX8 reporter: lowers PAX8-driven luciferase in RMG-I cells; inhibition, % at 12.6 µM; RMG-I TPO-luciferase reporter, SteadyGlo, 24 h; 360,000 compounds, 1.2% hits;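 active = mean replicate inhibition at least 60% with every replicate also reaching 60%; inconclusive = only one of the two criteria is met; inactive = mean below 60% and not all replicates reaching 60%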;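 also: luciferase light reporting Pax8 driven TPO promoter activity; plate controls were median of neutral control wells for no effect and mitoxantrone controls for full effect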
miR122 inh: miR-122 inhibition in Huh7 cells | Huh7 miR-122 Renilla luciferase sensor, 48 h; neutral wells = 0, positive control = 100 | activation (reporter increase), % at 12.5 µM | 340,000 compounds, 0.3% hits;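 active = mean replicate activation score at least 90 and every replicate individually at or above 90; inconclusive = only one of the two criteria met; inactive = neither criterion met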;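 also: higher luciferase means less miR-122 activity so hits act as miR-122 inhibitors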
Active calls of the source: *; ? = inconclusive; nt = not tested or not shown; [ ] = remark or other dose. Random draw from the library; any-hit rate near 3.9%.

Compound	EWS-Fli block	CFTR F508del cor	PAX8 reporter	FN deposition inh	DENV2 CPE rescue	miR122 inh	INS-1E GSIS act
Cc1ccc(S(=O)(=O)N[C@@H]2C=C[C@@H](CC(=O)NCc3ccncn3)O[C@H]2CO)cc1	3	-1.3	16	nt	-11	nt	4
Cc1ccc(S(=O)(=O)N2CCN(C(=O)COC(=O)CCCOc3ccccc3)CC2)c(C)c1	1	1.6	-8	-4	?	-4	-2
COC(=O)C(C)Sc1nnc(Cc2cc(=O)[nH]c(=O)[nH]2)n1-c1cccc(OC)c1 (stereo not drawn)	2	-2.8	15	-8	1	1	14
O=C(NCCCN1CCOCC1)C(=O)N/N=C/c1c2ccccc2cc2ccccc12	nt	nt	72*	8	nt	-1	18
Cc1ccc(S(=O)(=O)N(C)C)cc1NC(=O)C(C)Sc1ccccc1 (stereo not drawn)	8	0.2	2	2	8	5	-7
C[C@@H]1CN([C@H](C)CO)C(=O)c2cc(C3=CCCC3)cnc2O[C@H]1CN(C)Cc1ccccn1	-10	0.2	-18	nt	-2	-8[16.7 µM]	4
O=C(Oc1ccccc1)c1ccccc1OS(=O)(=O)c1ccccc1	nt	nt	-8	7	nt	nt	-12
Cc1ccc(Cn2nc(C)c(NC(=O)CCCn3nc([N+](=O)[O-])c(Cl)c3C)c2C)cc1	nt	nt	-13	19	nt	-11	-6
COc1ccc(S(=O)(=O)NCC(=O)Nc2ccc3c(c2)OCCO3)cc1OC	-3	-0.2	-2	-1	1	nt	12
COc1ccc(OC)c(NC(=O)CC2Oc3ccccc3NC2=O)c1 (stereo not drawn)	-61	-1.6	-43	-20	-1	4	2
C[C@H](CO)N1C[C@H](C)[C@H](CN(C)C(=O)Nc2ccc(F)cc2)Oc2c(NC(=O)Nc3ccc(F)cc3)cccc2C1=O	-4	1.8	nt	nt	-1	0[16.7 µM]	-13
Cc1ccc(Cc2c(C3CCCCC3)nc3c4ccccc4ccn23)cc1	-39	-0.2	-13	5	3	-1	29
CCOc1ccc(NC(=O)CS(=O)CC(=O)Nc2cccnc2)cc1 (stereo not drawn)	-2	0.3	-6	1	-6	-5	7
CC(C)N(Cc1nc2ccccc2c(=O)[nH]1)C(=O)c1ccc(NC(=O)CSc2nnnn2C)cc1	7	-3.1	7	-8	-1	-6	6
COc1ccccc1N1CCN(CC(O)COCCOc2ccc(Br)cc2)CC1 (stereo not drawn)	-46	nt	22	1	1	nt	-4
CC(=O)c1nnn(-c2ccc(F)cc2F)c1C	-2	-0.3	-25	-4	15	-5	9
O=C(NC(=S)Nc1ccc(N2CCOCC2)cc1)c1cccs1	-25	-2.2	-110	8	-6	-3	nt
O=C(c1cccc(Cl)c1)N1CCN(CCCc2ccccc2)CC1	5	-0.1	6	2	2	nt	-6
COCC#Cc1cnc2c(c1)C(=O)N([C@H](C)CO)C[C@@H](C)[C@H](CN(C)C(=O)Nc1cc(F)ccc1F)O2	1	0.2	-7	-15	-3	-12[16.7 µM]	1
CC(NC(=O)CN(C)Cc1ccc(Br)cc1)c1ccccc1 (stereo not drawn)	5	0.7	-5	-9	2	3	-17
O=C(CN1CCOCC1)N[C@@H]1CC[C@@H](CCNS(=O)(=O)c2ccccc2F)O[C@H]1CO	6	0.2	-3	1	12	-6[16.7 µM]	-3
Cc1ccc(NC(=O)CSc2nnc(-c3cccnc3)o2)c(C)c1	-9	0.8	-30	nt	-1	5	-12
Cc1ccnc(N/C=C(/NC(=O)c2ccccc2)C(=O)NN)n1	1	-2.7	-12	-15	6	1	-6
COc1ccc(/C(O)=C2/C(=O)C(=O)N(CCCN3CCOCC3)C2c2ccc(C(C)C)cc2)cc1 (stereo not drawn)	9	0.1	10	-5	3	-2	5
Nc1ccc(CNC(=O)c2cc3cc(Cl)ccc3nc2N)cc1	11	-2.3	-16	-10	0	nt	-42
COc1ccc(Nc2cccc3ccccc23)cc1	-61	2.2	-24	8	0	5	5
COc1ccc(C(=O)OCC(=O)NC(=O)NC2CCCC2)cc1OC	-4	2.6	16	3	1	-1	56*
Cc1cc2ccccc2n1CCNC(=O)C1CC1	-1	0.2	28	-2	-3	6	nt
O=C(N1CCCCC1)N1CCN(C(=O)N(c2ccccc2)c2ccccc2)CC1	-5	-0.9	nt	nt	nt	-7	-16
C[C@H]1CN([C@@H](C)CO)S(=O)(=O)c2ccc(-c3ccc(C#N)cc3)cc2O[C@H]1CN(C)C	-1	1.2	nt	nt	-6	-2[16.7 µM]	26
CCC(C)[C@H](NS(=O)(=O)c1ccc(C)cc1)C(=O)N1CCC(C(=O)N2CCC(C(N)=O)CC2)CC1 (stereo partly drawn)	-4	2.9	nt	nt	?	3	-1
CCOc1ccc(/C=C/c2c([N+](=O)[O-])c(=O)n(C)c(=O)n2C)cc1	0	-3.8	-99	-1	11	7	nt
CC(NC(=O)CCC(=O)N1CCN(S(=O)(=O)c2ccc(Cl)cc2)CC1)c1ccccc1 (stereo not drawn)	nt	nt	12	-5	nt	nt	-29
CCCc1cc(=O)oc2cc(C)cc(OCC(=O)Nc3ccc(CN4CCOCC4)cc3)c12	-4	1.0	11	-6	5	3	-12
CCOC(=O)CSc1nnc(CCc2nc3ccccc3[nH]2)n1C	nt	nt	3	-3	nt	-11	nt
Cc1ccc(NC2(C(N)=O)CCCC2)cc1	7	1.2	nt	-6	8	2	20
C[C@@H]1CCCCO[C@@H](CN(C)Cc2ccc3c(c2)OCO3)[C@@H](C)CN([C@H](C)CO)C(=O)c2cc(NS(C)(=O)=O)ccc2O1	-3	-2.5	-10	nt	11	-6[16.7 µM]	9
CO[C@H]1CN(C)C(=O)c2ccc(NC(=O)NC(C)C)cc2OC[C@H](C)N(C)C[C@H]1C	3	1.8	nt	-23	5	nt	8
O=C(N/N=C/c1ccccc1F)c1cccc(NC(=O)c2ccccc2Cl)c1	-75	0.6	-76	6	1	-11	4
C[C@H](CO)N1C[C@H](C)[C@@H](CN(C)Cc2ccc(C(=O)O)cc2)Oc2ccc(NS(=O)(=O)c3ccc(F)cc3)cc2C1=O	-13	1.4	nt	2	-13	-1[16.7 µM]	18
CCCNC(=O)Nc1ccc2c(c1)C(=O)N(C)[C@H]1CC[C@H](CC(=O)NC)O[C@@H]1CO2	-4	1.8	-6	nt	-5	7[16.7 µM]	11
CCOc1ccc2[nH]cc(C(=O)NCCCN3CCOCC3)c(=O)c2c1	-3	2.5	-11	-10	nt	6	4
CN(C)C(=O)c1cccc(-c2ccc3c(c2)[C@@H]2[C@@H](CCN2Cc2nccs2)[C@@H](CO)N3)c1	-1	0.8	7	-4	-14	-2[16.7 µM]	-18
CCOC(=O)N1CCC(NC(=O)c2ccc(N3CCC4(CC3)OCCO4)c([N+](=O)[O-])c2)CC1	12	-1.7	22	-2	-3	-7	5
O=C(C[C@H]1C=C[C@@H](NC(=O)CC2CC2)[C@H](CO)O1)NCc1ccccc1	-1	2.7	nt	nt	2	nt	18
CCCCCCn1c(-c2cccs2)n[nH]c1=S	4	-0.2	-12	-7	1	-2	46*
COc1ccc(/C=N/NC(=O)c2cccnc2)c(C(=O)O)c1OC	2	1.9	3	4	-2	-3	8
O=Cc1cccn1-c1ccccc1	-3	-1.1	nt	nt	?	-8	4
Cc1ccc(C(C(=O)NCc2ccco2)N(C(=O)CNC(=O)c2cccs2)c2c(C)cc(C)cc2C)cc1 (stereo not drawn)	55*	1.2	nt	nt	10	-2	5
COC(=O)c1cc(Br)c(N)cc1OC	0	1.0	8	3	-4	nt	-3

Next records follow:
Compound	EWS-Fli block	CFTR F508del cor	PAX8 reporter	FN deposition inh	DENV2 CPE rescue	miR122 inh	INS-1E GSIS act
Cc1ccccc1-c1nc(CS(=O)CC(=O)NCCN2CCN(Cc3ccccc3)CC2)c(C)o1 (stereo not drawn)	nt	nt	21	4	nt	-4	nt
CCCOc1ccc(/C=N/NC(=O)C(=O)Nc2ccccn2)cc1	nt	nt	6	-2	nt	7	52*
CCCSC1C(C)=C(C)C(=O)N1Cc1ccccc1 (stereo not drawn)	6	-0.5	5	-5	-1	-4	-10
CO[C@@H]1CN(C)C(=O)c2ccc(NC(=O)C3CC3)cc2OC[C@@H](C)N(CC2CCCC2)C[C@H]1C	nt	1.9	11	11	2	nt	-17
CCc1c(-c2ccccc2F)ncn1CCc1ccccc1OC	3	1.7	-10	-4	-7	nt	-3
Cc1cc(NC(=S)NC(=O)c2ccccc2)ccc1-c1cc2ccccc2oc1=O	40	?	9	-4	-5	-3	nt
CN(C)CCCSc1nc2ccccc2s1	-16	-2.8	-9	nt	-5	nt	8
Cc1ccc(S(=O)(=O)Nc2ccc3c(c2)CC(=O)N([C@@H](C)CO)C[C@H](C)[C@H](CN(C)S(=O)(=O)c2ccccc2)O3)cc1	-1	-0.3	-5	-7	-10	8[16.7 µM]	-2
Cc1ccc(Cl)cc1NC(=S)NCCCSC1CCCCC1	13	-0.2	5	-7	0	28	-11
COc1ccc(NC(=O)Nc2ccc3c(c2)C(=O)N([C@@H](C)CO)C[C@@H](C)[C@@H](CN(C)S(=O)(=O)c2c(C)noc2C)OCCCC[C@@H](C)O3)cc1	5	-2.1	17	nt	11	0[16.7 µM]	-9
O=C(Nn1cnc2ccccc2c1=O)c1ccccc1	-7	-2.7	-20	-13	4	-4	8
O=C(O)C[C@H]1c2ccccc2S(=O)(=O)N1C1CCCC1	-1	-3.0	-3	2	-5	3	-3
Cc1ccc(N2CCN(/N=C/c3c(C)nn(-c4ccccc4)c3Cl)CC2)cc1	-50	-1.3	17	2	-5	nt	5
CC(=O)N(C)C[C@@H]1Oc2ncc(-c3ccc(C(=O)N(C)C)cc3)cc2C(=O)N([C@@H](C)CO)C[C@@H]1C	-3	1.7	-2	nt	1	2[16.7 µM]	10
FC(F)(F)c1cccc(N/N=C/c2ccccc2)c1	-11	-3.0	-193	-12	0	1	nt
O=C(C1CCCC1)N1CC2(C1)[C@@H](c1ccccc1)[C@@H](CO)N2C(=O)CC1CC1	0	1.5	nt	-5	-13	nt	24
Cc1cccn2cc(-c3ccc(NC(=O)Cc4ccccc4)cc3)nc12	-6	-0.9	-48	4	4	-5	8
C[C@@H]1CN([C@@H](C)CO)C(=O)c2cc(NC(=O)Nc3ccccc3)ccc2O[C@H]1CN(C)C(=O)Nc1cccc2ccccc12	9	-2.2	nt	nt	-9	10[16.7 µM]	2
COc1ccc(S(=O)(=O)N2CCN(CC(=O)N3CCNC3=O)CC2)cc1OC	-6	1.9	-11	0	3	-4	26
NC(=O)CN(N=Nc1cccc([N+](=O)[O-])c1)c1cccc([N+](=O)[O-])c1	12	0.0	11	-2	18	nt	27
COc1ccc(Cc2nc3ccc(C(=O)N4CCC[C@H]4CO)cc3o2)cc1	-10	-4.0	-4	1	-3	-4	7
COc1ccc(Cn2nnnc2C(c2cc3ccc(OC)cc3[nH]c2=O)N2CCCCCC2)cc1 (stereo not drawn)	-3	-0.9	nt	nt	-5	-2	-6
C[C@H](O)C#Cc1cnc2c(c1)C(=O)N([C@@H](C)CO)C[C@@H](C)[C@@H](CN(C)C(=O)c1ccncc1)O2	-7	-1.0	nt	nt	?	-3[16.7 µM]	19
